KDM4C inh: KDM4C (human) demethylase inhibition; Q9H3R0; GST-KDM4C 2-372, H3K9me3 peptide, LANCE TR-FRET; inhibition, % at 12.5 µM; 96,000 compounds, 0.15% hits;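 active means mean replicate inhibition above about 25%, with at least 55% of replicates also reaching it, limit read from the data, passing the limit was not always enough; inconclusive means only one of those two conditions met; inactive means neither condition met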
Target sequence (Q9H3R0 2-372 limits assumed): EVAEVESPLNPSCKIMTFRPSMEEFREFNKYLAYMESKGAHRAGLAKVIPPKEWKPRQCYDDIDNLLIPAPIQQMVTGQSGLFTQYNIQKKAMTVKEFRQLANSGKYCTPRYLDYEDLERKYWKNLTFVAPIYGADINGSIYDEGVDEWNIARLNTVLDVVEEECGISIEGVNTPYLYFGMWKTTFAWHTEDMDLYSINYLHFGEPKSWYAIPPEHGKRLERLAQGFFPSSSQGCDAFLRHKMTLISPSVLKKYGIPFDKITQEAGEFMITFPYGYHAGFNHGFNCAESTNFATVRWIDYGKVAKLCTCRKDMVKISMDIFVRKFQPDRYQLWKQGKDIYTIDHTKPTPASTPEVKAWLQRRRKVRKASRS
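Compound: one test concentration per compound; Material: GST-GASC-1 enzyme fragment 2-372; Amount: GASC-1 enzyme at 10 nM final in reaction; Also added: H3K9me3 peptide substrate, Fe(II), 2-oxoglutarate; Technique: LANCE TR-FRET; Times: 30 min demethylation and 1 h detection at room temperature.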
C diff HTS: inhibitors of Clostridium difficile growth; Clostridium difficile clinical isolate growth, OD600, 24 h; active compounds read low; growth activity, negative = inhibition, % at 16 µg/mL (by protocol); 86,000 compounds, 0.25% hits; AID 1259249;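 active means mean growth activity at or below -80% and every replicate also at or below -80%; inconclusive means mean at or below -80% but some replicate above -80%; inactive means mean growth activity above -80%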;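 further: 0% = DMSO wells and -100% = levofloxacin 16 µg/mL wells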
T cruzi growth: inhibitors of T. cruzi proliferation; T. cruzi beta-gal in NIH3T3, GalScreen luminescence, 90 h; inhibition, % at 8.34 µM; 77,000 compounds, 5.9% hits;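 active means mean inhibition above about 93%, with at least 55% of replicates each passing it, limit read from the data, passing the limit was not always enough; inconclusive means only one of those two conditions holds; inactive means neither condition holds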
Pf Dd2 growth: blocks growth of Plasmodium falciparum Dd2 parasites; P. falciparum Dd2 growth, SYBR Green, 72 h; active compounds read low; activity change, % at 10 µM; 94,000 compounds, 2.3% hits; AID 1159554; in the data active means activity change below about -80%; inconclusive means no clear call, values can overlap the other calls
Active calls of the source: *; ? = inconclusive; . = not tested or not shown; & = joins results of further samples; ! = not confirmed by another sample.

SMILES	KDM4C inh	C diff HTS	T cruzi growth	Pf Dd2 growth
CCC(=O)Nc1ccc2c(c1)OC[C@@H](C)N(C(=O)CN1CCOCC1)C[C@H](C)[C@H](OC)CN(C)C2=O	0.7	1.1	16.0	.
Cc1ccc(S(=O)(=O)N[C@@H]2CC[C@@H](CC(=O)NCc3ccccc3F)O[C@H]2CO)cc1	2.0	11.8	24.1	4.5
C[C@@H]1CN([C@@H](C)CO)S(=O)(=O)c2ccc(-c3ccccc3F)cc2O[C@H]1CN(C)C(=O)C1CC1	-0.2	-13.6	19.4	-54.5
O=C(C[C@@H]1C[C@H]2c3cc(NC(=O)CC4CC4)ccc3O[C@H]2[C@H](CO)O1)NCC(F)(F)F	0.1	0.7	21.7	5.5
COc1ccc(S(=O)(=O)N(C)C[C@H]2OCCCC[C@H](C)Oc3ccc(NC(=O)Nc4c(C)noc4C)cc3C(=O)N([C@H](C)CO)C[C@H]2C)cc1	0.8	0.5	18.7	-74.1
CC(C)NC(=O)N(C)C[C@@H]1Oc2ncc(C#Cc3ccc(F)cc3)cc2C(=O)N([C@@H](C)CO)C[C@H]1C	-3.9	-0.8	-0.9	8.9
C[C@H]1CN([C@@H](C)CO)C(=O)c2cc(NC(=O)Nc3ccc(F)cc3)ccc2O[C@@H]1CN(C)S(C)(=O)=O	1.2	-3.1	5.7	-38.4
Cc1ccc(S(=O)(=O)N(C)C[C@H]2OCCCC[C@H](C)Oc3ccc(NC(=O)Nc4ccc5c(c4)OCO5)cc3C(=O)N([C@@H](C)CO)C[C@H]2C)cc1	0.4	.	75.6	-82.0*
COc1ccc(S(=O)(=O)Nc2cccc3c2O[C@H](CN(C)C(=O)Nc2ccc4c(c2)OCO4)[C@@H](C)CN([C@H](C)CO)C3=O)cc1	1.2	-2.9	-57.5	24.6
COc1cccc(S(=O)(=O)N[C@@H]2CC[C@H](CCNC(=O)Nc3cc(F)ccc3F)O[C@@H]2CO)c1	0.7	-0.3	-21.4	-4.8
Cc1noc(C)c1S(=O)(=O)N(C)C[C@@H]1OCCCC[C@@H](C)Oc2ccc(NC(=O)Cc3ccccc3)cc2C(=O)N([C@H](C)CO)C[C@H]1C	-0.9	-19.5	56.1	-75.0
C[C@@H]1CN([C@@H](C)CO)C(=O)Cc2cc(NC(=O)NC3CCCCC3)ccc2O[C@H]1CN(C)Cc1ccccc1	.	-2.2	62.8	-33.4
COc1ccc(NC(=O)N(C)C[C@H]2Oc3ccc(NC(=O)Cc4cn(C)c5ccccc45)cc3CC(=O)N([C@@H](C)CO)C[C@H]2C)cc1	-0.5	0.4	6.7	14.5
C[C@H]1CN([C@@H](C)CO)C(=O)Cc2cc(NS(=O)(=O)c3ccc(F)cc3)ccc2O[C@@H]1CN(C)Cc1ccc(C(=O)O)cc1	0.0	-1.6	-2.8	-11.7
CNC(=O)C[C@H]1CC[C@@H]2[C@H](COC[C@@H](O)CN2Cc2ccc(Cl)c(Cl)c2)O1	-3.8	0.6&0.4	30.7	7.2
C[C@H](CO)N1C[C@H](C)[C@H](CN(C)C(=O)Nc2ccc(F)cc2)Oc2cc(C#CC3(O)CCCC3)ccc2S1(=O)=O	-0.9	-5.0	-28.1	-73.3
COCCNC(=O)C[C@H]1CC[C@H](NC(=O)NC2CCCCC2)[C@@H](CO)O1	0.3	-0.4	-37.6	36.2
C[C@@H]1CCCCO[C@H](CN(C)C(=O)CCC(F)(F)F)[C@H](C)CN([C@H](C)CO)C(=O)c2cc(NS(=O)(=O)c3cccs3)ccc2O1	0.0	5.3	7.7	-26.2
Cc1noc(C)c1S(=O)(=O)Nc1ccc2c(c1)CC(=O)N([C@H](C)CO)C[C@@H](C)[C@H](CN(C)C)O2	0.8	3.6	2.8	-0.5
C[C@H](CO)N1C[C@H](C)[C@H](CN(C)Cc2ccccc2C(F)(F)F)OCc2cnnn2CCCC1=O	1.1	.	40.5	-16.3
Cc1noc(C)c1S(=O)(=O)Nc1cccc2c1O[C@H](CN(C)Cc1ccc(Oc3ccccc3)cc1)[C@H](C)CN([C@H](C)CO)C2=O	-0.8	-5.3	25.2	-27.8
CCCC(=O)N1C[C@H]2[C@@H](c3ccccc31)[C@@H](CO)N2C(=O)Nc1ccccc1	0.9	5.0	26.9	1.5
C[C@@H]1CN([C@H](C)CO)C(=O)c2cc(NC(=O)Nc3ccc(F)cc3)ccc2O[C@@H]1CN(C)C(=O)Nc1ccccc1	0.4	1.2	-20.0	-9.7
CCS(=O)(=O)Nc1ccc2c(c1)C(=O)N(C)C[C@@H](OC)[C@H](C)CN(Cc1ccccn1)[C@@H](C)CO2	1.9	.	98.8*	40.3
CC(C)NC(=O)N(C)C[C@@H]1Oc2c(NS(=O)(=O)c3cn(C)cn3)cccc2C(=O)N([C@@H](C)CO)C[C@H]1C	-0.4	-2.9	4.9	27.6

(listing goes on)
SMILES	KDM4C inh	C diff HTS	T cruzi growth	Pf Dd2 growth
COc1ccccc1CNC(=O)C[C@H]1CC[C@@H]2[C@H](COc3ccc(NC(=O)Nc4ccc(F)c(F)c4)cc3C(=O)N2C)O1	-0.6	10.5	31.0	15.2
C[C@H](CO)N1C[C@H](C)[C@@H](CN(C)CC2CC2)OCCCC[C@H](C)Oc2ccc(NC(=O)Nc3ccc(C(F)(F)F)cc3)cc2C1=O	-0.4	8.6	56.7	-65.1
C/C=C/c1ccc(C2[C@@H]3CN(C(=O)Nc4ccc(C(F)(F)F)cc4)C[C@H]2N3)cc1 (stereo partly drawn)	0.6&-2.5	0.4&-21.8	.	-81.5*!
COc1ccc(S(=O)(=O)Nc2ccc3c(c2)[C@@H]2C[C@H](CC(=O)NCC4CC4)O[C@@H](CO)[C@@H]2O3)cc1	-1.5	.	-25.5	5.4
N#Cc1cccc(-c2ccc(C3[C@@H]4CN(C(=O)Nc5ccccc5)C[C@H]3N4)cc2)c1 (stereo partly drawn)	1.2&-1.6	38.5&24.2	.	-30.7&-48.0
O=C(C[C@@H]1C=C[C@@H](NC(=O)C2CCC2)[C@H](CO)O1)NCCCN1CCOCC1	-0.8	.	20.5	23.0
C[C@@H]1CN([C@H](C)CO)C(=O)c2cc(-c3cccc(F)c3)cnc2O[C@H]1CN(C)C(=O)c1cccc(F)c1	-1.4	3.8	96.7	-3.1
COCC(=O)Nc1ccc2c(c1)[C@@H]1C[C@@H](CC(=O)NCc3cccc(F)c3)O[C@H](CO)[C@@H]1O2	0.4	3.2	.	11.0
CN1c2ccc(Br)cc2[C@@H]2[C@@H](CCN2S(=O)(=O)c2cccc(F)c2)[C@@H]1CO	-0.3	6.3	?	14.3
Cc1noc(C)c1NC(=O)N(C)C[C@@H]1Oc2c(NC(=O)c3ccncc3)cccc2C(=O)N([C@@H](C)CO)C[C@@H]1C	-0.8	.	-63.3	27.0
COc1ccc2c3c(n(C)c2c1)[C@@H](CO)N(C(=O)C1CCC1)CC31CCN(C(=O)Nc2cccc(F)c2)CC1	-1.2	1.1	.	-85.8*
O=C(Nc1ccc(Cl)cc1)N1C[C@H]2[C@@H](c3ccccc31)[C@@H](CO)N2C(=O)C1CC1	1.4	1.6	-4.4	-11.1
COc1ccc(NC(=O)N(C)C[C@H]2OCCCC[C@@H](C)Oc3ccc(NS(C)(=O)=O)cc3C(=O)N([C@H](C)CO)C[C@H]2C)cc1	0.7	-0.6	45.9	6.4
CC(C)NC(=O)Nc1ccc2c(c1)CC(=O)N([C@H](C)CO)C[C@H](C)[C@H](CN(C)C(=O)Nc1cccc3ccccc13)O2	2.1	-12.2	-10.9	-2.4
C[C@H](CO)N1C[C@H](C)[C@H](CN(C)Cc2ccc(C(=O)O)cc2)OCCCC[C@H](C)Oc2ccc(NS(=O)(=O)c3ccccc3)cc2C1=O	1.0	-0.3	-3.0	29.1
C[C@H](O)C#Cc1cnc2c(c1)C(=O)N([C@@H](C)CO)C[C@H](C)[C@@H](CN(C)C(=O)c1ccncc1)O2	-0.6	-2.9	1.6	30.3
C[C@@H]1CCCCO[C@@H](CN(C)C(=O)Nc2ccccc2)[C@H](C)CN([C@@H](C)CO)C(=O)c2cc(NC(=O)CCC(F)(F)F)ccc2O1	-2.2	0.0	16.4	.
COCC(=O)Nc1ccc2c(c1)C(=O)N(C)C[C@@H](OC)[C@@H](C)CN(C(=O)Cc1cccnc1)[C@H](C)CO2	0.1	.	59.1	27.3
C[C@H](CO)N1C[C@H](C)[C@@H](CN(C)C(=O)NC2CCCCC2)Oc2ccc(NC(=O)Nc3ccc(F)cc3)cc2CC1=O	-6.9	-3.2	1.7	-24.1
C[C@H](CO)N1C[C@H](C)[C@@H](CN(C)C(=O)Nc2ccccc2)Oc2ccc(NS(=O)(=O)c3ccc(Cl)cc3)cc2CC1=O	1.3	-0.8	7.9	18.3
C[C@@H]1CN([C@@H](C)CO)C(=O)c2cccc(N(C)C)c2O[C@@H]1CN(C)C(=O)Nc1ccc2c(c1)OCO2	1.2	0.5	42.0	-20.0
CO[C@H]1CN(C)C(=O)c2cc(NC(=O)Nc3ccc(Cl)c(Cl)c3)ccc2OC[C@H](C)NC[C@@H]1C	-0.5	-96.7*	-56.2	-15.7
CO[C@@H]1CN(C)C(=O)c2cc(NC(=O)c3cc(C)on3)ccc2OC[C@H](C)N(CC2CC2)C[C@@H]1C	-0.1	.	?	-21.6
O=C(c1ccccn1)N1C[C@H]2[C@@H](c3ccccc31)[C@H](CO)N2C(=O)c1ccccn1	-0.5	-2.0	18.2	11.6
CC(=O)N1[C@@H](CO)[C@@H](c2ccccc2)C12CN(Cc1nccs1)C2	2.1	-4.3	.	-7.4

Reprinted from the entries so far for reference:
SMILES	KDM4C inh	C diff HTS	T cruzi growth	Pf Dd2 growth
COc1ccccc1CNC(=O)C[C@H]1CC[C@@H]2[C@H](COc3ccc(NC(=O)Nc4ccc(F)c(F)c4)cc3C(=O)N2C)O1	-0.6	10.5	31.0	15.2
C[C@H](CO)N1C[C@H](C)[C@@H](CN(C)CC2CC2)OCCCC[C@H](C)Oc2ccc(NC(=O)Nc3ccc(C(F)(F)F)cc3)cc2C1=O	-0.4	8.6	56.7	-65.1
C/C=C/c1ccc(C2[C@@H]3CN(C(=O)Nc4ccc(C(F)(F)F)cc4)C[C@H]2N3)cc1 (stereo partly drawn)	0.6&-2.5	0.4&-21.8	.	-81.5*!

The list continues:
SMILES	KDM4C inh	C diff HTS	T cruzi growth	Pf Dd2 growth
C[C@@H]1CCCCO[C@@H](CN(C)C(=O)Nc2ccc3c(c2)OCO3)[C@H](C)CN([C@H](C)CO)C(=O)c2cc(NC(=O)CCC(F)(F)F)ccc2O1	-1.2	4.7	44.8	-48.1
CCNC(=O)c1cc2c(c(-c3cccc(-c4cccc(C(=O)N(C)C)c4)c3)n1)[C@H](CCO)N([S@@](=O)C(C)(C)C)C2	1.5	.	23.8	-32.3
CN(C)C(=O)[C@H]1[C@H](CO)[C@H]2Cn3c(ccc(-c4cncnc4)c3=O)[C@H]2N1Cc1ccccc1F	2.6	4.5	3.5	7.7
C[C@@H]1CN([C@H](C)CO)C(=O)c2cccc(NC(=O)Nc3ccc(C(F)(F)F)cc3)c2O[C@@H]1CN(C)S(=O)(=O)c1cn(C)cn1	-3.2	.	38.5	-8.3
Cc1noc(C)c1NC(=O)Nc1ccc2c(c1)C(=O)N([C@@H](C)CO)C[C@@H](C)[C@@H](CN(C)C(=O)C1CCCCC1)OCCCC[C@H](C)O2	0.7	0.8	-4.0	-6.3
CCCNC(=O)N1C[C@H](C)[C@@H](OC)CN(C)C(=O)c2cc(NS(=O)(=O)CC(F)(F)F)ccc2OC[C@H]1C	-0.3	.	-44.5	15.2
CO[C@H]1CN(C)C(=O)c2cc(NC(=O)c3nc4ccccc4s3)ccc2OC[C@@H](C)N(Cc2cccnc2)C[C@H]1C	0.0	.	.	-10.2
C[C@H](CO)N1C[C@H](C)[C@@H](CN(C)C(=O)C2CCCCC2)Oc2cc(Br)ccc2S1(=O)=O	-2.0	7.7	55.8	-2.0
C[C@H](O)C#Cc1cnc2c(c1)C(=O)N([C@@H](C)CO)C[C@@H](C)[C@@H](CN(C)C(=O)Cc1ccccn1)O2	21.2	-0.6	53.8	29.3
Cc1noc(C)c1S(=O)(=O)N(C)C[C@@H]1Oc2ccc(N(C)C)cc2CC(=O)N([C@H](C)CO)C[C@@H]1C	10.7	-0.5	7.0	1.3
C[C@@H]1CN([C@@H](C)CO)C(=O)c2cc(C#CC3CC3)cnc2O[C@H]1CN(C)C(=O)Cc1ccccn1	-0.7	.	83.0	-34.6
CCC(=O)Nc1ccc2c(c1)OC[C@H](C)N(C(=O)COC)C[C@H](C)[C@@H](OC)CN(C)C2=O	0.4	0.5	-7.5	29.1
CNC[C@@H]1Oc2cc(C#CC3CCCC3)ccc2S(=O)(=O)N([C@@H](C)CO)C[C@@H]1C	2.5	-2.6	61.0	-57.3
COc1ccc(S(=O)(=O)N(C)C[C@H]2OCCCC[C@@H](C)Oc3ccc(NS(=O)(=O)c4ccc(C)cc4)cc3C(=O)N([C@@H](C)CO)C[C@@H]2C)cc1	-0.6	4.3	94.4	-36.4
C[C@@H]1CN([C@@H](C)CO)C(=O)Cc2cc(NS(C)(=O)=O)ccc2O[C@@H]1CN(C)Cc1ccncc1	-0.6	6.5	6.3	10.0

Compounds as they come. About 6.8% of those tested had a hit in this group.
